Screening data as filed in PubChem BioAssay.
SIRT5 block: blocks human SIRT5 desuccinylation of peptide; Q9NXA8; Purified SirT5, succinyl-peptide AMC, trypsin-coupled fluorescence; inhibition, % at 15 µM; 1.1% of 330,000 active; in the data active means inhibition above about 15%; inconclusive means no clear call, values can overlap the other calls
Target sequence (Q9NXA8 whole entry, looked up): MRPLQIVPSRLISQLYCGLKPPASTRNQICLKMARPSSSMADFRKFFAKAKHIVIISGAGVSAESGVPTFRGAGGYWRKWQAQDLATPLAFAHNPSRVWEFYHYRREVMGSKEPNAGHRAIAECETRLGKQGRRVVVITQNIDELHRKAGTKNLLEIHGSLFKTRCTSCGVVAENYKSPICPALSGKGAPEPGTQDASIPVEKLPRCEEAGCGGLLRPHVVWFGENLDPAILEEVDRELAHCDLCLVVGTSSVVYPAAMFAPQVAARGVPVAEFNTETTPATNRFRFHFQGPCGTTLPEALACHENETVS
S100A4 inh HTS: S100A4-myosin IIA interaction inhibition; P26447; S100A4/TAMRA-MyoIIA peptide fluorescence polarization; inhibition, % at 10.7 µM; 0.14% of 360,000 active;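 active means mean inhibition of at least 70% across replicates, with every replicate also reaching that level; inconclusive means mean inhibition reaches 70% but some replicates fall short; inactive means mean inhibition below 70%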
Target sequence (P26447 whole entry, looked up): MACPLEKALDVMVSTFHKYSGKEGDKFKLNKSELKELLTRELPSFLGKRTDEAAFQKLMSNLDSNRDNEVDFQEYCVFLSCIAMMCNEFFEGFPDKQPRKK
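Material: S100A4 monomer protein | Medium: HEPES pH 7.2 with CaCl2, KCl, NaCl, DTT, Triton | Reagent: Labelled myosin peptide probe, 5 nM | Doses: One dose per compound | Times: 5 min incubation before reading | Benchmarks: Neutral control DMSO, positive control TFP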
ERp5 inh: ERp5 (human) disulfide isomerase inhibition. Q15084. ERp5 insulin aggregation, absorbance 650 nm, 90 min. inhibition, % at 9.99 µM. 0.05% of 350,000 active;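 active means mean replicate inhibition above about 25%, with every replicate also reaching it, limit read from the data, passing the limit was not always enough; inconclusive means only one of those two criteria met; inactive means neither criterion met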
E-sel inducer: induces E-selectin expression in human endothelial cells. activation, % at 7.58 µM. HUVEC E-selectin immunofluorescence imaging; normalized: neutral wells 0, TNF-alpha wells 100. 0.37% of 260,000 active. AID 686992;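 active means mean E-selectin-positive cell signal at least 10% of the positive control, reached in at least 60% of replicates, without over 20% cell loss; inconclusive means no rule given, readout overlaps actives, possibly toxicity-flagged; inactive means the rest, including those meeting only one limit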;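 further: in these data hits start at about 27%; measured in HUVEC primary endothelial cells; signal is the percent of cells scored E-selectin positive by PE staining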
Target sequence (P16581 whole entry, looked up): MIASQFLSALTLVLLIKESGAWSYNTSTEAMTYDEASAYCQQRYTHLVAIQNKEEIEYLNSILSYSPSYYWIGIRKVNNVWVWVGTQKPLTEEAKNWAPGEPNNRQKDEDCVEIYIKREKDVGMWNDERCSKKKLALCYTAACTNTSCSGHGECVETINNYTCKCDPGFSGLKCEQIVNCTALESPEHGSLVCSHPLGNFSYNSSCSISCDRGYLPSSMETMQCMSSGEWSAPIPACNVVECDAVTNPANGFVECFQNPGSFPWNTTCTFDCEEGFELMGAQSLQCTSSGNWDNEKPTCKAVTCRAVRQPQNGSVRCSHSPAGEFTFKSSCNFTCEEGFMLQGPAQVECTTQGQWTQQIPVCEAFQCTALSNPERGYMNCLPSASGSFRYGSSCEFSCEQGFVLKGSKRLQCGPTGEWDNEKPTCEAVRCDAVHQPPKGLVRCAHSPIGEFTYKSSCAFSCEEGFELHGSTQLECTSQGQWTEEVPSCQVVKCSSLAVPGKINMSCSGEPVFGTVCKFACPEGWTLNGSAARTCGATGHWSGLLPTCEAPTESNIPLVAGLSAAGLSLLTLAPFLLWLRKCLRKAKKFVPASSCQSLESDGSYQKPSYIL
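material = human umbilical vein endothelial cells (HUVEC), E-selectin induction | quantity = 3,000 cells/well | medium = EGM-2 growth medium on 0.1% gelatin-coated wells | technique = immunofluorescence imaging | read-out basis = % PE-positive cells | control set = TNF-alpha positive control, DMSO neutral control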
PglD inh: inhibitors of Campylobacter jejuni PglD acetyltransferase; AID 602405; purified PglD enzyme, DTNB colorimetric CoA detection; inhibition, % at 12.5 µM; 0.098% of 360,000 active; in the data active means inhibition above about 16%, passing the limit was not always enough; inconclusive means no clear call, values can overlap the other calls; further: strong numbers were not always called active
DENV2 CPE: DENV2-induced cell death inhibition; AID 651640; DENV2-infected cells, cytopathic effect rescue, plate reader; CPE inhibition, % at 9.99 µM; 1.7% of 350,000 active; in the data active means CPE inhibition above about 20%, passing the limit was not always enough; inconclusive means no clear call, values can overlap the other calls; tested in BHK-21 cells;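 further: 0% = median of neutral control wells and 100% = median of positive control wells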
Statin myotox sup: suppressors of simvastatin-induced myotoxicity in C2C12 myotubes | ATP luminescence, 48 h; scaled: DMSO 0, geranylgeraniol control 100 | rescue of ATP level, % at 7.49 µM | 0.78% of 330,000 active | AID 602340;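 active means mean ATP rescue above about 67%, or every replicate alone reaching that limit, limit read from the data, passing the limit was not always enough; inconclusive means no clear call, values can overlap the other calls; inactive means mean under the limit and some replicate under it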;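 further: myotubes were challenged with 10 µM simvastatin during compound exposure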
An asterisk follows results filed as active; ? = inconclusive; nt = not tested or not shown; & = joins results of further samples. A portion of the library, so the mix of outcomes need not match the whole.

SMILES	SIRT5 block	S100A4 inh HTS	ERp5 inh	E-sel inducer	PglD inh	DENV2 CPE	Statin myotox sup
CCCN(C(=O)c1nc2nccc(C)n2n1)c1c(N)n(Cc2ccccc2)c(=O)[nH]c1=O	-6	1	-6	-0.1	4	4	-5
CC(C)(C)c1ccc(C(=O)NCC(=O)OCC(=O)NC(=O)NC2CCCC2)cc1	-2	-1	0	nt	7	1	2
C[C@H](CO)N1C[C@H](C)[C@H](CN(C)C(=O)Nc2ccc3c(c2)OCO3)Oc2c(NS(=O)(=O)c3ccccc3)cccc2C1=O	5	2	-2	nt	-1	-5	-13
CCCC(=O)N1CCC2(CC1)CN(Cc1nccs1)[C@@H](CO)c1[nH]c3cc(OC)ccc3c12	-1	-2	-8	0.1	nt	11	nt
O=C(c1ccc(S(=O)(=O)Nc2ccccc2F)cc1)N1CCCCCC1	0	-9	-9	0.0	-7	-3	13
C[C@@H]1CCCCO[C@@H](CN(C)C(=O)CCC(F)(F)F)[C@H](C)CN([C@@H](C)CO)C(=O)c2cc(N(C)C)ccc2O1	2	-5	6	-0.1	-1	1	3
Cc1ccc(/C(N)=N/OC(=O)CCc2ccccc2)cc1	-6	0	-13	nt	-1	-4	-12
O=C1NC(=O)C(CCc2ccccc2)(c2ccccc2)N1 (configuration not stated)	1	-8	3	1.5	nt	7	-4
COC(=O)C1=CN(c2ccc3c(c2)OCO3)C(N)=C(C#N)C1c1ccc(-c2ccccc2)cc1 (configuration not stated)	3	0	-1	0.7	nt	-6	nt
CN(CC(=O)Nc1ccc(Cl)c(C(F)(F)F)c1)C(=O)c1cc(=O)c2ccccc2o1	22*	6	5	-0.4	-4	-1	-38
COCC#Cc1cnc2c(c1)C(=O)N([C@@H](C)CO)C[C@H](C)[C@H](CN(C)C(=O)c1cccc(F)c1)O2	-9	-16	2	0.1	0	-4	-8
C[C@H](CO)N1C[C@H](C)[C@@H](CN(C)C(=O)NC2CCCCC2)Oc2c(NS(=O)(=O)c3ccc(F)cc3)cccc2C1=O	-3	1	0	-0.2	7	-1	-14

Pulled one by one from above, 4 records:
SMILES	SIRT5 block	S100A4 inh HTS	ERp5 inh	E-sel inducer	PglD inh	DENV2 CPE	Statin myotox sup
Cc1ccc(/C(N)=N/OC(=O)CCc2ccccc2)cc1	-6	0	-13	nt	-1	-4	-12
O=C1NC(=O)C(CCc2ccccc2)(c2ccccc2)N1 (configuration not stated)	1	-8	3	1.5	nt	7	-4
COC(=O)C1=CN(c2ccc3c(c2)OCO3)C(N)=C(C#N)C1c1ccc(-c2ccccc2)cc1 (configuration not stated)	3	0	-1	0.7	nt	-6	nt
C[C@@H]1CCCCO[C@@H](CN(C)C(=O)CCC(F)(F)F)[C@H](C)CN([C@@H](C)CO)C(=O)c2cc(N(C)C)ccc2O1	2	-5	6	-0.1	-1	1	3

More compounds.
SMILES	SIRT5 block	S100A4 inh HTS	ERp5 inh	E-sel inducer	PglD inh	DENV2 CPE	Statin myotox sup
CCOc1ccc(NC(=O)C2CC(=O)N(c3ccc4c(c3)OCCO4)C2)cc1OCC (configuration not stated)	-3	34	3	nt	1	?	-1
O=C(COC(=O)CC(c1ccccc1)c1ccccc1)Nc1cccc(F)c1	0	15	0	-0.4	nt	1	nt
O=C(Cn1cnc2c(OCc3ccccc3)ncnc21)NCC1CCCO1 (configuration not stated)	-2	4	0	-0.1	1	3	-7
COc1cc(/C=N/N2CCN(Cc3ccc(Cl)cc3)CC2)ccc1OC(C)=O	0	-1	-1	0.0	6	1	-1
COc1ccc(N2CCN(C(c3ccccc3)c3sc4nc(C)nn4c3O)CC2)cc1 (configuration not stated)	-4	1	15	0.1	-1	5	0
Nc1cccc(Nc2ncnc3ccccc23)c1	-1	-6	0	nt	-5	7	-15
CCCCCCCCNC(=O)/C(C#N)=C/c1ccc(SC)cc1	-5	7	-1	-0.2	4	3	8
CN=C(Nc1cc(C)nn1-c1ccccc1)c1ccccc1	-7	-5	3	nt	-2	-11	-16
CCCC#Cc1ccc2c(c1)O[C@@H](CN(C)C(C)=O)[C@@H](C)CN([C@H](C)CO)S2(=O)=O	14	6	0	0.1	-2	1	7
CCCN1[C@@H]2Cn3c(ccc(-c4ccc(F)cc4)c3=O)[C@H]1[C@@H](C(=O)NCC)[C@@H]2CO	-3	0	-1	-0.7	nt	12	nt
COc1ccc(Cl)cc1NC(=O)C1CC(c2ccccc2O)=NO1 (configuration not stated)	-6	-1	1	nt	-5	-4	-9
COc1ccc(CN2CC(=O)N(c3ccccc3OC)C2=S)cc1OC	-1	-2	0	-0.1	nt	-1	nt
Cc1cc(C)n(-c2cccc(C(=O)O)c2)n1	-5	0	-4	nt	nt	-6	nt
COCC(=O)N1CC2(CCN(Cc3ccccc3)CC2)c2c([nH]c3cc(OC)ccc23)[C@@H]1CO	-3	4	-2	0.1	nt	-3	nt
O=C(C[C@H]1CC[C@H](NC(=O)c2ccncc2)[C@H](CO)O1)Nc1ccccc1	-2	5	-14	0.3	-2	5	3
COc1cc2c(c(OC)c1OC)-c1ccc(SC)c(=O)cc1C(NC(=O)c1ccccc1)CC2 (configuration not stated)	nt	-1	-1	0.2	nt	11	nt
CC1CCCN(S(=O)(=O)c2cc(C(=O)NCc3ccco3)ccc2Cl)C1 (configuration not stated)	-1	-4	nt	1.0	-6	?	-1
Cc1csc(N2CCN(c3cc4nc(-c5ccncc5)[nH]c4cc3Cl)CC2)n1	-3	-22	-1	-0.1	-1	-4	3
COc1ccc(S(=O)(=O)N2CCN(C(=O)c3ccccc3Cc3ccccc3)CC2)cc1OC	-2	-2	3	-3.8	7	17	-7
Cc1ccc(OCC(=O)OC(C)CN(C)Cc2ccccc2)cc1 (configuration not stated)	nt	nt	nt	-0.6	-4	nt	11
Cc1cc(NC(=O)CSCC(=O)N(C)Cc2cccc(Cl)c2)no1	0	-12	-6	-0.2	-7	-3	-3
COc1ccccc1NC(=O)c1ccc(C)c(S(=O)(=O)N2CCCCC2)c1	-1	0	3	-0.8	-4	-1	1
CC1CCc2nc(NC(=O)CCSc3ccccc3)sc2C1 (configuration not stated)	nt	-1	1	0.0	4	2	-1
CC(=O)c1ccc(N(C(=O)CS(=O)CC(=O)Nc2ccc(F)cc2)C(C(=O)NC2CCCCC2)c2cccs2)cc1 (configuration not stated)	-1	-2	-1	nt	nt	-3	nt
CCCC(=O)Nc1ccc2c(c1)Cc1ccccc1-2	-4	36	3	nt	-1	15	-20
COc1ccccc1NC(=O)Cn1c([N+](=O)[O-])cnc1C	-4	0	-1	0.1	5	-4	2
CCOC(=O)C(CN1CCCC1)c1ccccc1 (configuration not stated)	nt	-7	-4	0.0	-3	-7	-8
CC1=Nc2ccccc2N=C(NC(=O)CN2CCN(c3ccccc3)CC2)C1c1ccccc1 (configuration not stated)	-2	1	-9	nt	nt	0	nt
CC(C)CC#Cc1cnc2c(c1)C(=O)N([C@H](C)CO)C[C@H](C)[C@H](CN(C)C(=O)Cc1ccncc1)O2	-2	-6	4	0.4	1	-2	-5
COc1ccc(-c2cnc3c(c2)C(=O)N([C@@H](C)CO)C[C@@H](C)[C@@H](CN(C)C(=O)C2CCOCC2)O3)cc1	-3	7	1	0.1	-2	-9	5
c1ccc(COc2ccc3nocc3c2)cc1	0	3	-2	-0.1	0	nt	-16
C[C@H](CO)N1C[C@H](C)[C@H](CN(C)C(=O)c2ccccc2)Oc2ncc(Br)cc2C1=O	8	0	-1	0.7	0	-3	-2
CCN(CC)c1nc(N2CCN(C)CC2)nc2ccccc12	12	-4	-1	0.1	0	10	-9
COc1ccc(-c2nc(C#N)c(N3CCC(C)CC3)o2)cc1	-5	0	-3	0.1	-1	-9	-5
O=C(Nc1nnc(-c2ccco2)o1)c1ccc(S(=O)(=O)N2CCOCC2)cc1	-3	-4	-2	-1.0	-5	0	-1
Cc1noc(C)c1S(=O)(=O)Nc1ccc2c(c1)C(=O)N([C@@H](C)CO)C[C@H](C)[C@H](CN(C)C(=O)c1ccccc1)OCCCC[C@H](C)O2	2	-6	3	-0.2	10	3	nt
COc1ccc(NC(=O)N[C@@H]2CC[C@@H](CCn3cc(-c4ccccn4)nn3)O[C@H]2CO)cc1	3	3	-1	-0.3	-1	?	1
O=c1[nH]c(CN2CCOCC2)nc2scc(-c3ccccc3)c12	0	1	-2	3.0	nt	0	nt
COC(=O)[C@]1(Cc2ccccc2)N[C@H](CN(C)S(=O)(=O)c2ccc(C(C)(C)C)cc2)[C@@H]2C(=O)N(C)C(=O)[C@@H]21	-2	61	3	nt	7	-2	-6
COc1ccccc1C1C2=C(CC(C)(C)CC2=O)N(CC(=O)O)C2=C1C(=O)CC(C)(C)C2	-10	-4	2	0.7	-3	12	-6
NC(=O)C1=C[C@H](c2ccc3c(c2)OCO3)C[C@H](OCc2ccc(CO)cc2)O1	4&2	-1&-3	2&-2	0.1	0&1	5&-5	7
CCC(COC(=O)c1ccccc1)Oc1cc(NCc2ccccc2)c2ncn(C(C)C)c2c1 (configuration not stated)	nt	nt	nt	-0.3	-2	nt	4
Cc1nnc(N/N=C/c2ccc(-c3ccc(Br)cc3)o2)n1N	-2	-3	-2	nt	nt	1	nt
C[C@@]12C(=O)Nc3ccc(F)cc3C(=O)N1[C@H]1c3cc(Cl)ccc3OC[C@@H]1[C@@H]2c1ccccc1	nt	-1	8	-0.2	0	-17	-19
O=C(NC1CCS(=O)(=O)C1)C1C2CC3CC(C2)CC1C3 (configuration not stated)	-2	-6	-16	0.5	nt	19	nt
COC(=O)c1cccc(N(C(=O)c2ccco2)C(C(=O)NC2CCCC2)c2ccc(N3CCOCC3)cc2)c1 (configuration not stated)	9	1	4	nt	0	3	25
O=C(Nc1ccc(OCc2ccccc2)cc1)Nc1ccccc1C(=O)NCCCN1CCOCC1	-4	-12	0	0.8	nt	4	-12
C[C@@H]1CCCCO[C@@H](CN(C)S(=O)(=O)c2cn(C)cn2)[C@H](C)CN([C@@H](C)CO)C(=O)c2cc(NS(=O)(=O)c3cccs3)ccc2O1	-1	-15	-1	-0.1	1	0	-33
O=C(C[C@@H]1CC[C@@H]2[C@H](COC[C@@H](O)CN2Cc2cccc(C(F)(F)F)c2)O1)NCCc1ccncc1	-3	-8	-4	0.0	6	-4	12
O=C(C[C@H]1CC[C@@H]2[C@H](COC[C@@H](O)CN2Cc2nccs2)O1)NCc1ccc(Oc2ccccc2)cc1	0	8	1	0.0	-1	6	26
Cc1noc(C)c1NC(=O)Nc1ccc2c(c1)CC(=O)N([C@H](C)CO)C[C@H](C)[C@@H](CN(C)Cc1ccc(-c3ccccc3)cc1)O2	15	-22	-8	0.9	nt	18	?
COc1ccc2c3c(n(C)c2c1)[C@H](CO)N(C(=O)C1CCCC1)CC31CCN(CC2CCCC2)CC1	1	1	1	-0.3	nt	-3	nt
C[C@H]1CN([C@@H](C)CO)C(=O)c2ccccc2-c2ccccc2CO[C@H]1CN(C)Cc1ccc(F)cc1	23*	10	-4	-0.2	4	0	nt
O=C(CCN1C(=O)/C(=C/c2ccc(F)cc2)SC1=S)NCCCn1ccnc1	3	1	4	nt	1	-4	1
CO[C@@H]1CN(C)C(=O)c2cc(NS(=O)(=O)c3ccccc3C)ccc2OC[C@@H](C)NC[C@@H]1C	-6	-2	10	-0.2	3	-7	-2
C[C@H](CO)N1C[C@H](C)[C@H](CN(C)S(=O)(=O)c2ccc(F)cc2)Oc2c(NC(=O)Nc3ccc(C(F)(F)F)cc3)cccc2C1=O	4	14	2	nt	1	-1	-13
O=S(=O)(c1ccccc1)N1CCCc2nc(-c3ccc(Br)cc3)ccc21	nt	-25	11	-0.4	nt	-9	nt
COc1ccc(C(=O)NNC(=O)c2ccc(S(=O)(=O)N3CCOCC3)cc2)cc1	-1	7	0	1.9	nt	3	nt
